Screening data as filed in PubChem BioAssay.
Vif-APOBEC3F blk: blocks the Vif interaction with APOBEC3F; HeLa A3F-eYFP + Vif (tagged APOBEC3F with the HIV-1 protein that degrades it), YFP fluorescence increase; Potency, µM (top dose mostly 46.1 µM), for the others: at the highest dose activity, negative = active; actives 0.2% (n = 390,000); AID 602313; further: potency means the concentration at half of the fitted maximal effect; % of control where 0% means no effect; nearly all actives have a fitted effect of over 65% in size
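Fluorescence increase (Ex 488/Em 500-530) after overnight compound treatment at 37 deg C flags inhibition of Vif-driven A3F-eYFP loss in stable HeLa A3F-eYFP/Vif cells seeded overnight beforehand.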
Vif-APOBEC3G blk: inhibitors of Vif-APOBEC3G interaction. Q9HC16. HeLa A3G-eYFP + Vif (tagged APOBEC3G with the HIV-1 protein that degrades it), YFP fluorescence, overnight. Potency, µM (highest dose often 46.1 µM), for the others: at the highest dose activity, negative = active, usual class: inhibitors. actives 0.076% (n = 410,000). AID 602310;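 further: potency means the concentration at half of the fitted maximal effect; on the % scale 0 is the no-effect control and ±100 the full control effect; nearly all actives have a fitted effect of over 60% in size; hits raise eYFP signal because A3G escapes Vif-driven loss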
Target sequence (Q9HC16 whole entry, looked up): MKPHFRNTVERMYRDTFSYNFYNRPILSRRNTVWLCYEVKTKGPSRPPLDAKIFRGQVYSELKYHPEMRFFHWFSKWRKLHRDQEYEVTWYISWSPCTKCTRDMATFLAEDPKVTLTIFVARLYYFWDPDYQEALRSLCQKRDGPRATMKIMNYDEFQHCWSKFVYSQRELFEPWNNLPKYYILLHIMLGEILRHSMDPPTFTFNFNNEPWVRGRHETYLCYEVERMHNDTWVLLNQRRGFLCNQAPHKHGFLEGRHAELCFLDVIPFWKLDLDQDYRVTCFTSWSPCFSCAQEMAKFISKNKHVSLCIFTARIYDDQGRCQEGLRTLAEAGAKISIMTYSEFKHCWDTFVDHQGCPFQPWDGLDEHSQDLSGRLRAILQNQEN
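Read-out is eYFP fluorescence (Ex 488/Em 500-530) from Vif-expressing HeLa A3G-eYFP cells; more signal means A3G escaped Vif-mediated degradation. Cells plated overnight, compound pinned in, incubated overnight at 37 deg C.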
LDHA block: LDHA (human) enzyme inhibition. P00338. purified LDHA, NADH/diaphorase-resazurin fluorescence; hits give low values. activity change, % (values are at about 110 or 230 µM). actives 0.15% (n = 480,000); in the data active means activity change below about -30%; inconclusive means mostly about -25% to -30%;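 further: plate controls were DMSO wells for no effect and wells without enzyme for full effect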
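Enzyme activity of human lactate dehydrogenase 5 (2 nM; 0.06 mM NADH, 0.2 mM pyruvate, 5 min, RT) is measured via a resazurin/diaphorase fluorescence readout of residual NADH.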
GRP78 ERSR act: ER stress response induction in glioma; U87-MG GRP78 promoter luciferase reporter, 16 h; Potency, µM, inactives show at the highest dose activation, most hits filed as activators; actives 0.02% (n = 420,000); further: potency means the concentration at half of the fitted maximal effect; series mostly up to about 76 µM; % of control where 0% means no effect; nearly all actives have a fitted effect of over 35% in size
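Stably transfected U87-MG glioma cells carrying a GRP78-based luciferase sensor; 16 h compound incubation. Luminescence end-point read 10 min after Bright-Glo addition at room temperature.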
ERG-DNA inh: blocks human ERG Ets domain binding to DNA | actives 0.028% (n = 370,000) | Potency, µM (doses to about 76.9 µM), without a hit: at the highest dose FP activity, negative = inhibition, hits mostly inhibitors | P11308 | fluorescence polarization, His-ERG Ets domain / labelled DNA; active means well fitted inhibition curve with a large enough effect in the polarisation, with a control signal flat; inconclusive means small, poorly fitted or top-dose-only effect, or effect the other way, or a change in a side signal; inactive means no such curve, though single readings can be large or run the other way; the % refers to the polarisation;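 further: polarization taken with two DNA probes labelled with fluorescein and Texas red; potency means the concentration at half of the fitted maximal effect; % of control where 0% means no effect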
Target sequence (P11308 whole entry, looked up, the tested form may be a part): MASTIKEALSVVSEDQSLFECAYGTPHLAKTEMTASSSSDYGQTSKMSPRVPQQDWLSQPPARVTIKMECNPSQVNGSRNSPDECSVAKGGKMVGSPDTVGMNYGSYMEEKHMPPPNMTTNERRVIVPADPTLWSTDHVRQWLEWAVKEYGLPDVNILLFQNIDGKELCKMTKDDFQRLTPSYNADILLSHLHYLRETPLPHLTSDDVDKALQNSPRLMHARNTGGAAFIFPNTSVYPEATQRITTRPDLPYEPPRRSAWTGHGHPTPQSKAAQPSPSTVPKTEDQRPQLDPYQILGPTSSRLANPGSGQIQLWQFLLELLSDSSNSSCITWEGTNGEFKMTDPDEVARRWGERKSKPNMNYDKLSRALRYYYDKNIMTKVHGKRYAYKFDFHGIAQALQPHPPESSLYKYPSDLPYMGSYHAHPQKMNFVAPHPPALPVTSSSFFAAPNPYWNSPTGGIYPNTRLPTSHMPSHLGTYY
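His-tagged ERG Ets domain (1 uM in the protein solution; 300mM KCl, 50mM Tris-HCl, 1mM EDTA, 1mM DTT, pH 7.5) received compound, then a probe mix of 5 nM fluorescein-DNA and 100nM Texas-615-DNA. Fluorescence polarization was read for both dyes.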
RGS4 inhibitor: blocks human RGS4-accelerated GTP hydrolysis | P49798 | Transcreener GDP fluorescence polarization, RGS4-accelerated GTP hydrolysis | Potency, µM (doses to about 114 µM), for the others: at the highest dose activity change, negative = inhibition, hits mostly inhibitors | actives 0.039% (n = 390,000) | AID 504845; further: potency means the concentration at half of the fitted maximal effect; on the % scale 0 is the no-effect control and ±100 the full control effect; nearly all actives have a fitted effect of over 75% in size; some results filed as inactive show a strong effect at the top dose
Target sequence (P49798 whole entry, looked up): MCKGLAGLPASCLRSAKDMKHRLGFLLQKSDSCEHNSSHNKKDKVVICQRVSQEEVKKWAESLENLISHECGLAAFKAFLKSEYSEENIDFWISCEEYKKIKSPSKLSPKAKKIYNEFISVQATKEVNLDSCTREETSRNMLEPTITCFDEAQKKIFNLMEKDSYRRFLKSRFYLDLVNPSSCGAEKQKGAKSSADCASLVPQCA
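MLSMR compounds (23 nl, pin-transferred) preincubated 10 min at room temperature with a 500nM (2x) first reagent, then RGS4 at 900nM (2x) plus Transcreener GDP mix added; fluorescence polarization (620/688 nm) read before and after 90 min at 30 °C.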
D2 agonist: D2 dopamine receptor (human) agonism; P14416; activation, % at 2 µM; HEK293 T-REx D2 cells, calcium flux agonist mode; actives 0.53% (n = 340,000);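 active means activation over 3 SD above normal in the single-dose calcium agonist read, cut at about 30% in these data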; further: 0% is about no effect
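Agonism is scored from calcium flux in a force-coupled, inducible HEK293 cell line expressing D2, read kinetically for 180 s after compound addition against dopamine controls.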
12-LOX inh: blocks human arachidonate 12S-lipoxygenase; P18054; purified 12hLO, xylenol orange hydroperoxide absorbance; Potency, µM (titrated, usually from 108 µM), without a hit: at the top dose activity change, negative = inhibition, actives largely listed as inhibitors; actives 1.1% (n = 580,000); further: potency means the concentration at half of the fitted maximal effect; on the % scale 0 is the no-effect control and ±100 the full control effect
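Purified human 12hLO (150 nM final) in 25 mM Hepes, 0.01% Triton X-100, pH 7.0 was preincubated 15 min at room temperature with compound. Then 40 uM arachidonic acid was added, 30 min. Hydroperoxide was read by Fe-XO absorbance ratio 573/405 nm.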
D2 antagonist: antagonizes the human D2 dopamine receptor; P14416; HEK293 TREx D2 cells, calcium flux, dopamine EC80; inhibition, % at 10 µM; actives 2% (n = 340,000); in the data active means inhibition above about 30%; further: 0% is about no effect
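Tetracycline-induced HEK293 TREx cells expressing D2 receptor forced-coupled to calcium signalling, loaded with no-wash calcium dye. Compounds added and calcium flux read 180 s, then dopamine added at EC80 and read a further 180 s.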
Numbers without * were called inactive; & = joins results of further samples; [ ] = dose if it differs, or a comment. Unless noted, the call rests on the fitted dose curve; in most records, active means well fitted curve in the direction sought with a large enough effect; inconclusive means small, poorly fitted or top-dose-only effect, or another doubt; inactive means no such curve, though single readings can be large; an effect the other way counts as inactive or inconclusive. A portion of the library, so the mix of outcomes need not match the whole.

For Cc1c(NCc2cc(Cl)cc(Cl)c2O)c(=O)n(-c2ccccc2)n1C the results were Vif-APOBEC3F blk -2%, Vif-APOBEC3G blk 3%, LDHA block 8, GRP78 ERSR act -2%, ERG-DNA inh 3%, RGS4 inhibitor 17%, D2 agonist -1.3, 12-LOX inh -16% and D2 antagonist -17.
COC(=O)[C@H](C)NC(=O)Nc1ccccc1F was read as Vif-APOBEC3F blk -15%, Vif-APOBEC3G blk 2%, LDHA block -2, GRP78 ERSR act -4%, ERG-DNA inh 8%, RGS4 inhibitor 5%, D2 agonist 0.7, 12-LOX inh -24% and D2 antagonist 3.
For O=C(CCCn1c(=S)[nH]c2ccsc2c1=O)Nc1ccc(F)cc1 the results were Vif-APOBEC3F blk 3%, Vif-APOBEC3G blk -3%, LDHA block -1, GRP78 ERSR act 0% and 12-LOX inh -20%.
`Clc1ccc2c(N3CCCC3)ccnc2c1` gave Vif-APOBEC3G blk 3%, LDHA block -20, GRP78 ERSR act -3%, ERG-DNA inh -4%, RGS4 inhibitor 34%, D2 agonist 0.0, 12-LOX inh 0% and D2 antagonist 5.
`CCN(CC)C(=O)C1=C(C)Nc2nc3ccccc3n2C1c1cccc(Cl)c1` (centres undefined) gave Vif-APOBEC3F blk 1%, Vif-APOBEC3G blk 2%, LDHA block 0, GRP78 ERSR act -1%, ERG-DNA inh -6%, RGS4 inhibitor -1%, D2 agonist 1.1 and 12-LOX inh -8%.
`CC(C)[C@H](NC(=O)[C@@H]1CSC2c3ccccc3C(=O)N21)C(=O)NC1CCCCC1` (some centres undefined) gave Vif-APOBEC3F blk 2%, Vif-APOBEC3G blk 0%, LDHA block -4, GRP78 ERSR act 0%, ERG-DNA inh 3%, RGS4 inhibitor -8%, D2 agonist -0.2, 12-LOX inh -2% and D2 antagonist 1.
For CC(NC(=O)c1ccc(F)cc1)C(=O)NC1=NCCS1 (centres undefined) the results were Vif-APOBEC3F blk -11%, Vif-APOBEC3G blk 4%, LDHA block -5, GRP78 ERSR act -1%, ERG-DNA inh 2%, RGS4 inhibitor -22%, D2 agonist 0.7, 12-LOX inh -2% and D2 antagonist -1.
For CCC1CCc2c(sc(NC(C)=O)c2C#N)C1 (centres undefined) the results were Vif-APOBEC3F blk 6%, Vif-APOBEC3G blk 1%, LDHA block -2, GRP78 ERSR act 1%, ERG-DNA inh -3%, RGS4 inhibitor 3%, D2 agonist 0.3, 12-LOX inh 1% and D2 antagonist -3.
Cc1cccc(C)c1NC(=O)CNC(=O)C1CC(=O)N(Cc2ccccc2)C1 (centres undefined) was read as Vif-APOBEC3F blk 5%, Vif-APOBEC3G blk 0%, LDHA block 4, GRP78 ERSR act -4%, ERG-DNA inh 5%, RGS4 inhibitor -15% and 12-LOX inh 19%.
For COc1ccc(NS(=O)(=O)c2ccc(-c3cnc(C4CC4)o3)cc2)cc1OC the results were Vif-APOBEC3F blk 11%, Vif-APOBEC3G blk -28%, LDHA block 1&3, GRP78 ERSR act -5%, ERG-DNA inh 0%, RGS4 inhibitor -22%, D2 agonist 1.0, 12-LOX inh 17%&39% and D2 antagonist 20.
`CC(=O)C1=C(C)OC(N)=C(C#N)C1c1ccncc1` (centres undefined) gave Vif-APOBEC3F blk -8%, Vif-APOBEC3G blk -13%, LDHA block 7, GRP78 ERSR act -2%, ERG-DNA inh -3%, RGS4 inhibitor 0%, D2 agonist -0.9, 12-LOX inh 0% and D2 antagonist -14.
Screening CCCC[C@@H]1C[C@H]1[C@@H](NC(=O)c1ccco1)c1ccc(Cl)cc1 returned Vif-APOBEC3F blk -1%, Vif-APOBEC3G blk 0%, LDHA block 1, GRP78 ERSR act -5%, ERG-DNA inh 6%, RGS4 inhibitor -6%, D2 agonist 1.0, 12-LOX inh 0% and D2 antagonist 25.
Cc1csc2ncnc(NC3CCN(Cc4ccccc4)CC3)c12 was read as Vif-APOBEC3F blk 9%, Vif-APOBEC3G blk 0%, LDHA block -9, GRP78 ERSR act -3%, ERG-DNA inh 9%, RGS4 inhibitor 14%, D2 agonist -2.6, 12-LOX inh 0% and D2 antagonist 79*.
For CN1/C(=C/C(=S)NC(=O)C2(C)CC2(Cl)Cl)C(C)(C)c2ccccc21 (centres undefined) the results were Vif-APOBEC3F blk inconclusive, Vif-APOBEC3G blk 1%, LDHA block -5, GRP78 ERSR act 2%, ERG-DNA inh 23%, RGS4 inhibitor -37%, D2 agonist 3.3, 12-LOX inh 22µM* and D2 antagonist 9.
For Cc1ccc2cccc(S(=O)(=O)Nc3c(C)n(C)n(-c4ccccc4)c3=O)c2n1 the results were Vif-APOBEC3F blk 0%, Vif-APOBEC3G blk 0%, LDHA block -3, GRP78 ERSR act -7%, ERG-DNA inh -33%, RGS4 inhibitor 7%, D2 agonist 0.1, 12-LOX inh 11% and D2 antagonist 20.
Screening N=c1c(C(=O)NC2CCCCC2)cc2c(=O)n3ccccc3nc2n1Cc1ccco1 returned Vif-APOBEC3F blk 10%, Vif-APOBEC3G blk 2%, LDHA block 2, GRP78 ERSR act -3%, ERG-DNA inh -3%, RGS4 inhibitor 7%, D2 agonist -0.9, 12-LOX inh -14% and D2 antagonist -28.
Screening Cc1ccc(Cc2cnc(NC(=O)C3CCCO3)s2)cc1 (centres undefined) returned Vif-APOBEC3F blk 3%, Vif-APOBEC3G blk -1%, LDHA block 2, GRP78 ERSR act -7%, ERG-DNA inh 11%, RGS4 inhibitor 3%, D2 agonist -0.6, 12-LOX inh -7% and D2 antagonist -13.
Screening C=CCn1c(SCc2cccc(OC)c2)nnc1-c1ccncc1 returned Vif-APOBEC3F blk 10%, Vif-APOBEC3G blk 0%, LDHA block -8, GRP78 ERSR act 1%, ERG-DNA inh 3%, RGS4 inhibitor 26%, D2 agonist 0.1, 12-LOX inh 0% and D2 antagonist -18.
`Cc1nc(SCc2ccccc2)c([N+](=O)[O-])[nH]1` gave Vif-APOBEC3F blk 3%, Vif-APOBEC3G blk -5%, LDHA block -3, GRP78 ERSR act -4%, RGS4 inhibitor -8%, D2 agonist 0.2, 12-LOX inh 1% and D2 antagonist 22.
Screening CCCc1cc(=O)[nH]c(SCC(=O)N2CCC(C)CC2)n1 returned Vif-APOBEC3F blk 14%, Vif-APOBEC3G blk 5%, LDHA block -2, GRP78 ERSR act 0%, ERG-DNA inh -2%, RGS4 inhibitor 17%, D2 agonist 1.0 and D2 antagonist 4.
CCN1C(=O)[C@H]2[C@H]3CN=C(SCc4ccc(OC)cc4)N3[C@@](CC)(C(=O)OC)[C@H]2C1=O was read as Vif-APOBEC3F blk -5%, Vif-APOBEC3G blk 1%, LDHA block -3, GRP78 ERSR act -3%, ERG-DNA inh -4%, RGS4 inhibitor 10% and 12-LOX inh -38%.
Screening NC(=O)C1CCN(Cc2nc(-c3cccs3)no2)CC1 returned Vif-APOBEC3F blk 12%, Vif-APOBEC3G blk 0%, LDHA block 2, GRP78 ERSR act -2%, ERG-DNA inh 29%, RGS4 inhibitor -1%, D2 agonist 1.2, 12-LOX inh 114%[activator] and D2 antagonist 1.
`Fc1cccc(Cc2c(-c3ccc(Cl)cc3)nc3ccc(Br)cn23)c1` gave Vif-APOBEC3G blk -3%, LDHA block -7, GRP78 ERSR act -1% and 12-LOX inh inconclusive.
`COc1ccc(OC)c2c1sc(=NC(=O)C1CCCCC1)n2C` gave Vif-APOBEC3F blk 3%, Vif-APOBEC3G blk 0%, LDHA block -7, GRP78 ERSR act -1%, ERG-DNA inh 13%, RGS4 inhibitor 7%, D2 agonist 0.5, 12-LOX inh 0% and D2 antagonist -10.
`Cc1ccc(NC(=O)/C=C2\NC(=O)CS2)cc1` gave Vif-APOBEC3F blk -12%, Vif-APOBEC3G blk 0%, LDHA block -4, GRP78 ERSR act 6%, ERG-DNA inh -11%, RGS4 inhibitor 3%, D2 agonist 0.6, 12-LOX inh inconclusive and D2 antagonist -1.
For COc1cc([C@H](Cc2ccccc2)NC(C)=O)oc(=O)c1 the results were Vif-APOBEC3F blk 4%, Vif-APOBEC3G blk 1%, LDHA block 11, GRP78 ERSR act -3%, ERG-DNA inh -10%, RGS4 inhibitor -24%, D2 agonist 2.1, 12-LOX inh 26% and D2 antagonist 5.
`CCOc1ccc(CC2S/C(=N/N=C/c3ccco3)NC2=O)cc1` (centres undefined) gave Vif-APOBEC3F blk inconclusive, Vif-APOBEC3G blk -12%, LDHA block 1, GRP78 ERSR act 3%, ERG-DNA inh 5%, RGS4 inhibitor -21%, D2 agonist 0.3, 12-LOX inh 2% and D2 antagonist 9.
`O=C(Nc1ccc2c(c1)nc1n2CCOC1)C1CCCCC1` gave Vif-APOBEC3F blk -1%, Vif-APOBEC3G blk 0%, LDHA block 5&2, GRP78 ERSR act 13%, ERG-DNA inh -4%, RGS4 inhibitor -3%, D2 agonist 0.2, 12-LOX inh -2%&9% and D2 antagonist 9.

For reference, 2 of the compounds above.
CCN1C(=O)[C@H]2[C@H]3CN=C(SCc4ccc(OC)cc4)N3[C@@](CC)(C(=O)OC)[C@H]2C1=O was read as Vif-APOBEC3F blk -5%, Vif-APOBEC3G blk 1%, LDHA block -3, GRP78 ERSR act -3%, ERG-DNA inh -4%, RGS4 inhibitor 10% and 12-LOX inh -38%.
Screening NC(=O)C1CCN(Cc2nc(-c3cccs3)no2)CC1 returned Vif-APOBEC3F blk 12%, Vif-APOBEC3G blk 0%, LDHA block 2, GRP78 ERSR act -2%, ERG-DNA inh 29%, RGS4 inhibitor -1%, D2 agonist 1.2, 12-LOX inh 114%[activator] and D2 antagonist 1.
